Source: PubChem BioAssay (Sanford-Burnham Center for Chemical Genomics)
beta cell repl = inducers of MIN6 beta-cell proliferation, primary screen, ATP luminescence, uHTS. MIN6 cells proliferation, ATPlite luminescence, 48 h; cells starved in 0.2% serum; 100% = growth in 10% serum. proliferation, % at 10 µM. 330,000 tested, 0.29% active;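 active means compounds whose signal lies at least 3.5 SD above the mean of all wells on their plate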;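 further: 0% = DMSO-treated cells in low-serum medium and 100% = 10% serum control; some compounds called inactive have numbers as strong as hits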
hIAP block = human IAP inhibitors, primary screen, biochemical, luminescence, uHTS; 330,000 tested, 0.12% active; Intestinal-type alkaline phosphatase (Homo sapiens), P09923; inhibition, % at 10 µM; purified IAP, CDP-Star luminescence, 30 min; AID 2544, 2010;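 active means inhibition reaching a set limit with compound at 10 µM in the primary screen, cut at about 35% in these data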;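 further: plate controls were DMSO wells with enzyme for no effect and no-enzyme buffer wells for full effect; values of inactives mirror those of a sister screen read the other way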
Target sequence (P09923 whole entry, looked up): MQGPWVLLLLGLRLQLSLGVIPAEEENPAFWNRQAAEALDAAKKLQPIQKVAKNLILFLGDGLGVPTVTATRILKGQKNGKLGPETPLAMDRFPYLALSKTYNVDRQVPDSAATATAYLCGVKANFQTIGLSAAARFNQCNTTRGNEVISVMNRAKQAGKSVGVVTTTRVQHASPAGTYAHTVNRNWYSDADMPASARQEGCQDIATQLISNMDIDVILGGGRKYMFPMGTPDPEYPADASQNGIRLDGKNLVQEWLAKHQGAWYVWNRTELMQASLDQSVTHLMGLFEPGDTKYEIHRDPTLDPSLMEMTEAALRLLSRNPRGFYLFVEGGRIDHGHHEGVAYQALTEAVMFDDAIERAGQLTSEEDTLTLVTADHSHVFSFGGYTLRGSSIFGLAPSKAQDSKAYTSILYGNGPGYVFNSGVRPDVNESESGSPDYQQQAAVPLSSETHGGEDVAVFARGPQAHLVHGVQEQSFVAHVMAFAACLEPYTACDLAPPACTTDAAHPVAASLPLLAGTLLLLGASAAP
APOBEC3G inh = APOBEC3G DNA deaminase inhibitors, primary screen, biochemical, fluorescence, single-stranded DNA substrate, uHTS; inhibition, % at 20 µM; recombinant A3G, ssDNA deamination FAM/TAMRA fluorescence; AID 493012, 2011; 330,000 tested, 0.28% active;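 active means inhibition of at least 40% at 20 µM, with no more than 30% in the related APOBEC3A deaminase screen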;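 further: plate controls were DMSO wells with A3G for no effect and wells lacking A3G enzyme for full effect; some compounds called inactive have numbers as strong as hits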
Target sequence (Q9HC16 whole entry, looked up): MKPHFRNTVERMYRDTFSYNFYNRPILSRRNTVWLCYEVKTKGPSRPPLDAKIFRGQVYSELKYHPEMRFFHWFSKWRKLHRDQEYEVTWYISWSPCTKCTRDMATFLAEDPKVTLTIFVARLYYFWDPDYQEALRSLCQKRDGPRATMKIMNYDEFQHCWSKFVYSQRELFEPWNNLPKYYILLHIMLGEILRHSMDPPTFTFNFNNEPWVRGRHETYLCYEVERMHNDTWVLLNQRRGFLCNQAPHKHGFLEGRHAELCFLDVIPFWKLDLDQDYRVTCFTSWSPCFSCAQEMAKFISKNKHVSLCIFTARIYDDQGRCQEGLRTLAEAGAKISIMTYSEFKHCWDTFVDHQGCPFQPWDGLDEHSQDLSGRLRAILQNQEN
hIAP activ = human IAP activators, primary screen, biochemical, luminescence, uHTS; Intestinal-type alkaline phosphatase (Homo sapiens), P09923; purified human IAP, CDP-Star luminescence, 30 min; hits give high values; 1 = vehicle-only enzyme, 0 = enzyme-free background; activation factor at 10 µM; 330,000 tested, 0.16% active; AID 2524, 2010;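 active means activation factor of the enzyme at least 2-fold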; further: the source names both 10 and 20 µM as test concentration; values of inactives mirror those of a sister screen read the other way
MPTP inh = mitochondrial permeability transition pore inhibitors, primary screen, biochemical, isolated mouse mitochondria, absorbance | 360,000 tested, 1.4% active | Ca2+ swelling absorbance, 30 min | inhibition, % at 10 µM;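 active means inhibition of 50% or more, scaled per plate between neutral and stimulator controls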;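 further: 0% = DMSO wells given calcium and 100% = 1 mM EGTA wells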
NR3A LBD binder = binders of NR3A ligand-binding domain, primary screen, biophysical, differential scanning fluorimetry, uHTS. Tm shift relative to glycine control, % at 25 µM. NR3A LBD differential scanning fluorimetry, Tm shift; 0% = protein alone, 100% = glycine-bound protein. Glutamate receptor ionotropic, NMDA 3A (GRIN3A) ligand-binding domain. 340,000 tested, 2.5% active. AID 1259313, 2017;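 active means melting temperature shift of at least 10% of the positive control shift, at one fixed dose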
APOBEC3A inh = APOBEC3A ssDNA deaminase inhibitors, primary screen, selectivity assay for APOBEC3G inhibitor project, biochemical, FAM/TAMRA oligo cleavage fluorescence; AID 493011, 2011; recombinant A3A, FAM/TAMRA ssDNA deamination fluorescence; inhibition, % at 20 µM; 330,000 tested, 0.41% active;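 active means at least 40% inhibition at 20 µM here, with at most 30% in a related deaminase screen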;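 further: plate controls were A3A with DMSO for no effect and wells lacking A3A enzyme for full effect; some results filed as inactive read as strong as hits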
Target sequence (P31941 whole entry, looked up): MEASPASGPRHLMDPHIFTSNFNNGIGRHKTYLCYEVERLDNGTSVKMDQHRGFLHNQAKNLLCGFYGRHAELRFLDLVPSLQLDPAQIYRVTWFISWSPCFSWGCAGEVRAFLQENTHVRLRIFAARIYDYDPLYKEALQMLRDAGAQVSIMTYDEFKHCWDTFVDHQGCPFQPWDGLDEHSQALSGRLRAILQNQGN
mIAP act = activators of mouse IAP, primary screen, biochemical, luminescence, uHTS; activation factor at 10 µM; intestinal alkaline phosphatase [Mus musculus]; muIAP, CDP-Star luminescence, 30 min; hits give high values; 1 = vehicle-only enzyme signal, 0 = enzyme-free wells; 330,000 tested, 0.24% active;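 active means activation factor of at least 2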; further: the source names both 10 and 20 µM as test concentration; values of inactives mirror those of a sister screen read the other way
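System: Mouse IAP enzyme | Also added: CDP-Star substrate | Dosing: Compounds dispensed in DMSO | Schedule: 30 min enzyme-substrate-compound incubation at room temperature | Technique: Chemiluminescence readout | Control set: DMSO-only wells and no-enzyme negative control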
mIAP block = inhibitors of mouse IAP, primary screen, biochemical, luminescence, uHTS; inhibition, % at 10 µM; purified mouse IAP, CDP-Star luminescence, 30 min; intestinal alkaline phosphatase [Mus musculus]; AID 2806, 2010; 330,000 tested, 0.2% active;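 active means inhibition of at least 40% at 10 µM in the primary screen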;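 further: plate controls were DMSO with enzyme for no effect and no enzyme wells for full effect; values of inactives mirror those of a sister screen read the other way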
* hit, by the source's call; nt = no result given. Outcome played no part in choosing rows; 5% or so of the library scored in one or more.

SMILES	beta cell repl	hIAP block	APOBEC3G inh	hIAP activ	MPTP inh	NR3A LBD binder	APOBEC3A inh	mIAP act	mIAP block
COc1cc(CNC(C)(C)CO)cc(Br)c1OCc1ccc(Cl)cc1	-7	7	-10	0.93	13	-3	-2	1	-3
C=CCN1C(=O)C(CC(=O)Nc2ccc(OC)cc2)SC1=Nc1ccc(S(N)(=O)=O)cc1 (centres undefined)	-1	-1	-3	1	-1.3	0	-1	0.94	6
CC1CN(CCOc2ccc([N+](=O)[O-])cc2)CC(C)O1 (centres undefined)	0	7	-9	0.93	-1.1	0	-5	0.96	4
COCCCN1C(=O)C(=O)/C(=C(/O)c2ccc3c(c2)OCCO3)C1c1ccc(C(=O)OC)cc1 (centres undefined)	-1	2	-9	0.98	-1.2	-1	-5	1	-2
COc1ccc(NC2CCCN(C(=O)c3oc(C)cc3C)C2)cc1OC (centres undefined)	2	-14	-9	1.1	0.8	-1	-3	0.88	12
CC1=CC(c2ccccc2)n2ncnc2N1 (centres undefined)	-3	-1	0	1	-0.1	-2	-1	1	-2
COc1cc(CC(=O)OCC(=O)N(C)C2CCCCC2)cc(OC)c1OC	-2	11	-4	0.89	-1.9	1	-4	0.97	3
CCN(CC)S(=O)(=O)c1cccc(NC(=O)COc2ncnc3sccc23)c1	-2	-13	-3	1.1	0.8	0	5	1	-5
O=C(NCCc1ccc(C(F)(F)F)cc1)C1CCC(=O)N(CCc2cccc(F)c2)C1 (centres undefined)	-3	-35	-7	1.3	0.5	14*	-4	1	-1
COc1ccc(OC)c(NC(=O)c2ccccc2OC(C)=O)c1	-6	-1	-5	1	1.0	-2	-7	0.97	3

5 neighbouring records already listed:
SMILES	beta cell repl	hIAP block	APOBEC3G inh	hIAP activ	MPTP inh	NR3A LBD binder	APOBEC3A inh	mIAP act	mIAP block
CC1=CC(c2ccccc2)n2ncnc2N1 (centres undefined)	-3	-1	0	1	-0.1	-2	-1	1	-2
COc1cc(CC(=O)OCC(=O)N(C)C2CCCCC2)cc(OC)c1OC	-2	11	-4	0.89	-1.9	1	-4	0.97	3
CCN(CC)S(=O)(=O)c1cccc(NC(=O)COc2ncnc3sccc23)c1	-2	-13	-3	1.1	0.8	0	5	1	-5
O=C(NCCc1ccc(C(F)(F)F)cc1)C1CCC(=O)N(CCc2cccc(F)c2)C1 (centres undefined)	-3	-35	-7	1.3	0.5	14*	-4	1	-1
COc1ccc(OC)c(NC(=O)c2ccccc2OC(C)=O)c1	-6	-1	-5	1	1.0	-2	-7	0.97	3

Additional records
SMILES	beta cell repl	hIAP block	APOBEC3G inh	hIAP activ	MPTP inh	NR3A LBD binder	APOBEC3A inh	mIAP act	mIAP block
Cc1ccc(OCc2nn3c(-c4ccco4)nnc3s2)cc1	0	-6	6	1.1	-1.9	0	2	1	-3
CCOC(=O)Cn1nc(-c2ccccc2)c(-c2ccccc2)nc1=O	0	-17	-6	1.2	-0.7	-3	-5	1.1	-7
O=C(COC(=O)CCS(=O)(=O)c1ccc(Cl)cc1)NCCc1ccccc1	0	9	-8	0.91	-0.2	-1	2	0.97	3
O=C(NC1CCCc2ccccc21)C1CCCO1 (centres undefined)	0	15	-1	0.85	-3.1	-1	2	1	-2
O=C(NCc1ccccc1)C1=C[C@H](c2ccc3c(c2)OCO3)C[C@H](OCCCCO)O1	0	-8	-8	1.1	-2.0	-1	-4	1	-2
CN1CC=C2C(C#N)=C(N)C(C#N)(C#N)C(c3cccc(Cl)c3Cl)C2C1 (centres undefined)	-3	-7	-4	1.1	0.0	-5	-5	1.2	-19
O=C1CCCN1CCCNCC(O)c1ccccc1 (centres undefined)	-2	8	2	0.92	0.0	-1	2	0.99	1
COc1cc(C(=O)Nc2ccc(NC(=O)c3ccco3)nc2)cc(OC)c1OC	0	14	-2	0.86	7.1	-5	-1	0.97	3
Oc1ccc(Oc2ccc3c(C(F)(F)F)cc(C(F)(F)F)nc3n2)cc1	-1	-2	-3	1	0.9	-8	1	0.96	4
COc1ccc(N2CC(NS(=O)(=O)c3cccs3)CC2=O)cc1OC (centres undefined)	-2	-8	-11	1.1	-0.2	0	-3	0.95	4
Cn1cccc1C(=S)N=P(C1CCCCC1)(N1CCOCC1)N1CCOCC1	-1	5	-5	0.95	-0.7	2	-6	0.9	10
CCCCNC(=O)C1(NC(=O)Nc2ccccc2)CCCCC1	3	-26	0	1.3	-1.0	1	3	1.2	-23
Cc1cc2cc(CCNC(=O)CCCc3ccccc3)c(=O)[nH]c2cc1C	0	11	1	0.89	-0.4	0	2	1.1	-10
CC1CCCN(C(=O)C(C)Sc2nc(-c3ccccc3)cc(C(F)(F)F)n2)C1 (centres undefined)	-3	-4	-4	1	0.8	2	0	1.1	-7
CCC(O)CNC(=O)NC(=C(Cl)Cl)c1ccc(C)c(F)c1 (centres undefined)	3	-2	-8	1	0.8	1	-2	1	-5
CCc1ccc(NC(=O)COc2ccc(Br)cn2)cc1	1	-2	2	1	0.6	1	-1	1	-2
Cc1sc2nc(CSc3nc4ccccc4s3)[nH]c(=O)c2c1C	-5	6	-14	0.94	nt	nt	3	0.9	10
CCC(C)NC(=O)C1CCN(C(=O)COc2ccc3c4c(c(=O)oc3c2C)CCCC4)CC1 (centres undefined)	0	-42	-2	1.4	0.0	-1	-4	1	-2
COc1ccc(C(=O)NCCS(=O)(=O)N2CCC3(CC2)OCCO3)cc1	4	-1	-3	1	-0.5	-1	0	1	-1
COc1ccccc1NC(=O)CSc1ncc(CO)n1Cc1ccc(F)cc1	-1	-4	-9	1	-1.6	-2	-6	0.98	2
COCCNC(=S)N/N=C(\C)c1ccc(Cl)s1	0	-12	-4	1.1	1.9	-2	-4	0.97	3
O=C(NCCN1CCCC1=O)Nc1ccccc1	0	-4	-1	1	6.4	2	-1	0.95	5
C[C@@]12C(=O)Nc3cc(F)ccc3C(=O)N1[C@H]1c3ccccc3OC[C@@H]1[C@@H]2c1ccccc1	-9	18	-8	0.82	0.8	-6	-4	1.1	-10
CCc1ccc2c(c1)c1nnc(NN)nc1n2CC	0	-8	-6	1.1	2.3	1	-2	0.9	10
Cc1ccccc1Oc1ccc(S(=O)(=O)NCCC(=O)O)cc1	2	-50	-10	1.5	4.0	1	0	0.98	2
Cc1ccccc1NC(=O)CSc1nnc(NC(=O)c2ccco2)s1	2	-1	-8	1	-0.5	3	-1	0.98	2
COC(=O)c1c(N)sc(C(C)=O)c1C	-1	10	-8	0.9	-0.9	0	-6	1	-2
CCc1cccc(CC)c1-n1c(SCC(=O)c2c(N)n(C)c(=O)n(C)c2=O)nnc1-c1cccnc1	0	4	-5	0.96	0.0	-3	-1	1	0
C/C(CC(=O)Nc1ccc([N+](=O)[O-])cc1)=N\NC(=O)c1ccccc1[N+](=O)[O-]	-2	0	-8	1	0.1	2	-5	0.91	9
C=CCNc1ncnc2ccc(Br)cc12	1	3	-5	0.97	5.8	0	-2	0.95	5
O=C(Cc1c[nH]c2ccccc12)NCc1ccc(Cl)cc1	-1	14	-2	0.86	1.3	-3	-2	1.1	-6
COC(=O)c1ccc(NS(=O)(=O)NC(=O)c2c[nH]c3ccccc23)cc1	1	28	1	0.72	-1.9	-5	-1	1	-4
Cc1ccsc1C(=O)NCCc1ccc(S(N)(=O)=O)cc1	-2	-2	-9	1	0.5	1	11	0.98	2
O=C(/C=C/c1ccc([N+](=O)[O-])cc1)NCc1ccc2c(c1)OCO2	-2	9	4	0.91	0.2	-1	-3	1.1	-5
NC(=O)c1c(NC(=O)C2COc3ccccc3O2)sc2c1CCN(Cc1ccccc1)C2 (centres undefined)	-4	-20	-3	1.2	1.2	2	-5	1.6	-55
CC(C)CNC(=O)C(=O)NCC1OCCCN1S(=O)(=O)c1ccc2c(c1)OCCO2 (centres undefined)	-4	9	-3	0.91	1.3	0	-1	0.95	5
COc1ccc(C(=O)NN(C)c2nc(-c3ccccc3)cc(C)c2S(C)(=O)=O)cc1	-1	5	-5	0.95	4.0	1	-2	0.93	7
NS(=O)(=O)c1ccc(CCNC(=O)CSc2cccs2)cc1	-1	-11	-5	1.1	-2.2	1	1	1.2	-17
CC(Sc1nnc(C(C)N(C)C)n1-c1ccc(Cl)cc1)C(=O)Nc1ccc2c(c1)OCO2 (centres undefined)	-2	12	-1	0.88	0.4	-1	1	1	-2
CC1Nc2ncnc(N3CCN(c4ccccn4)CC3)c2N(Cc2ccccc2)C1=O (centres undefined)	-5	8	1	0.92	-0.5	-2	-1	0.97	3
S=c1[nH]nc(-c2ccc3ncccc3c2)n1-c1ccc2c(c1)OCCO2	2	-5	33	1.1	-1.6	0	1	0.97	3
Cc1ccccc1-c1n[nH]c(=S)n1/N=C/c1c(C)nn(-c2ccccc2)c1C	0	-52	-5	1.5	1.5	5	-5	1.1	-11
CCOC(=O)Nc1nnc(-c2cccc(OC)c2)s1	-2	-7	-4	1.1	1.9	2	-1	1	0
COc1ccc(CN2C(=O)CN=C2Nc2ccc(C)cc2C)cc1	0	-2	-1	1	-0.2	-4	-1	1	-1
C[C@H](O)c1[nH]c2cc(F)ccc2c1[C@H](C)O	-9	3	-11	0.97	4.9	-11	-9	1.1	-7
Cc1ccc(S(=O)(=O)CCc2nc3ccccc3s2)cc1	0	1	-8	0.99	-2.8	-3	-5	0.91	9
COc1ccc(-n2nc(N)c3c(=O)oc(N(C)C)nc32)cc1	-2	1	-1	0.99	1.1	1	2	0.98	2
Cn1c(CNC(=O)c2ccccc2F)nnc1SCCOc1ccccc1	1	-13	-13	1.1	-2.2	0	-8	1.1	-9
O=C(c1sccc1-c1ccccc1)N1CCN(S(=O)(=O)c2ccccc2F)CC1	-2	-4	-8	1	0.6	1	-2	0.98	2
CCn1nc(NC(=O)c2cccs2)c2cc3ccccc3nc21	8.2*	7	-6	0.93	0.9	0	-4	1.2	-19

The listing continues.
SMILES	beta cell repl	hIAP block	APOBEC3G inh	hIAP activ	MPTP inh	NR3A LBD binder	APOBEC3A inh	mIAP act	mIAP block
COc1ccc(C(C)=O)cc1COC(=O)Cn1cnc2ccccc2c1=O	-3	0	-3	1	0.7	-1	-1	1	-1
Cc1ccc(S(=O)(=O)N2CCC[C@H]2C(=O)OCCN2C(=O)c3ccccc3C2=O)cc1	-2	6	-6	0.94	-2.1	0	0	0.92	8
O=C(O)c1cc(S(=O)(=O)Nc2ccc3cn[nH]c3c2)ccc1Cl	-1	-4	-6	1	0.5	5	1	1	-1
Cc1ccc(C)c(NC2=NCC(=O)N2C2CCCCC2)c1	-2	12	-4	0.88	-0.3	2	-5	1	-1
COC(=O)[C@@]1(Cc2ccccc2)[C@H]2C(=O)N(C)C(=O)[C@H]2[C@H]2CN=C(SCc3ccccc3)N21	nt	nt	-1	nt	0.1	-1	2	1.1	-4
O=C1CN(C(=O)COC(=O)/C=C/c2ccc(OC(F)F)cc2)c2ccccc2N1	-2	-5	0	1	1.9	-3	11	1	-3
O=[N+]([O-])c1ccc2c(c1)ncn2CCc1ccccc1	0	10	-9	0.91	0.4	1	-7	0.99	1
